hgDAF-12 ag: H. glycines DAF-12 receptor agonists, primary screen, cell-based, luminescence, HEK293, GAL4 fusion, UAS-luciferase | HEK293 GAL4-hgDAF12 UAS-luciferase reporter, agonist luminescence; normalized to butyrate control | activation, % at 6.8 µM | 1.8% of 370,000 active | AID 687014, 2013;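 active means activation above a cutoff set at the mean of all screened compounds plus 3 SD, cut at about 10% in these data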;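 further: 0% = DMSO wells and 100% = sodium butyrate wells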
GC-A act: GC-A stimulated cGMP production enhancers – HEK293 GC-A cells, cGMP TR-FRET, EC30 ANP, primary screen | Atrial natriuretic peptide receptor 1 (Homo sapiens), P16066 | 0% at EC30 ANP, 100% saturating ANP | AID 1671463, 2021 | activation, % at 10 µM | 0.14% of 370,000 active; in the data active means activation above about 40%
Target sequence (P16066 whole entry, looked up): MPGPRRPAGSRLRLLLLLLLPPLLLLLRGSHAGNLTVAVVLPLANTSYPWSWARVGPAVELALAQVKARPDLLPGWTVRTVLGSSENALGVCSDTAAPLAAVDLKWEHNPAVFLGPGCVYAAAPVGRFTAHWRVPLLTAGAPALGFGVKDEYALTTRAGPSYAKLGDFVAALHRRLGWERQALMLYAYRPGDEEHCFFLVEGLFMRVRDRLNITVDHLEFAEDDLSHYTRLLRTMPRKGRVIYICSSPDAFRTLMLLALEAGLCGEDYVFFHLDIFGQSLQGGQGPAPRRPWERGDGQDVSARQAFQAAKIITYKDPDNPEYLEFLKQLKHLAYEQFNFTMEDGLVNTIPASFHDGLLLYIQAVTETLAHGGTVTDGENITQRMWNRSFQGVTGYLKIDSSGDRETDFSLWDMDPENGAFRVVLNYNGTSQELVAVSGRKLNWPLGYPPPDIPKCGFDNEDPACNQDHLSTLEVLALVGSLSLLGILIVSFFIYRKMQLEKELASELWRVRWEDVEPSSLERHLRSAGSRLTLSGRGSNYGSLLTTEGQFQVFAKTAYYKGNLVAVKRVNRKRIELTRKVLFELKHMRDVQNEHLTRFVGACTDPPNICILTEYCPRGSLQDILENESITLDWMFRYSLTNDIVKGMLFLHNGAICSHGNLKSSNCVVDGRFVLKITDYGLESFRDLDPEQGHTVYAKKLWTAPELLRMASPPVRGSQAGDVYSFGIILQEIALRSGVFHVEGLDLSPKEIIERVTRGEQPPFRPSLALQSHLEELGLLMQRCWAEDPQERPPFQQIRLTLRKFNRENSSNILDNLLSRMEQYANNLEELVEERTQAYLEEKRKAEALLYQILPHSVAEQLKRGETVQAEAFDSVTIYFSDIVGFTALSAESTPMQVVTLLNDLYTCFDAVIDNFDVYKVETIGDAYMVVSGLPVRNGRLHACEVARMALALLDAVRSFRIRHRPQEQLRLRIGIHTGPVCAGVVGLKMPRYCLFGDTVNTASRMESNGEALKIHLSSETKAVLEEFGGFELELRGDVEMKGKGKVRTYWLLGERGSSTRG
SMARCA2 activ: SMARCA2 (BRM) function activators, primary screen, cell-based, luminescence, high throughput. MG213 cells, MMTV-luciferase reporter, dexamethasone, overnight. activation, % at 9.1 µM. 1% of 370,000 active; in the data active means activation above about 7.8%;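 further: 0% = vehicle wells and 100% = reference activator wells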
ssDAF12 agonist: S. stercoralis DAF-12 nuclear receptor activators, primary screen, cell-based, luminescence, HEK293, GRIP1 co-expression, lit1-tk-luc; AID 652126, 2013; HEK293 ssDAF-12/GRIP1 lit1-tk-luc reporter; % of 3 µM dafachronic acid response; 1% of 370,000 active; activation, % at 6.8 µM; Nuclear hormone receptor DAF-12 (Strongyloides stercoralis);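 active means activation above the mean over all tested compounds plus 3 SD, cut at about 0.9% in these data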;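 further: 0% = DMSO-only wells and 100% = 3 µM delta7-dafachronic acid wells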
GC-B act: human GC-B receptor activators, primary screen, HEK293 GC-B cells, cGMP TR-FRET, EC30 CNP; 0% at EC30 CNP, 100% saturating CNP; Atrial natriuretic peptide receptor 2 (Homo sapiens), P20594; activation, % at 10 µM; AID 1920062, 2024; 0.11% of 370,000 active;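 active means activation at 10 µM reaching about 35% in either raw or pattern-adjusted values, limit read from the data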
hcDAF12 agonist: H. contortus DAF-12 nuclear receptor activators, primary screen, cell-based, luminescence, HEK293, lit1-tk-luc reporter. HEK293 hcDAF-12 lit1-tk-luc reporter; 0% DMSO, 100% Δ7-dafachronic acid. activation, % at 6.8 µM. 1.4% of 370,000 active. AID 652067, 2013;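 active means activation above the mean of all tested compounds plus 3 SD, cut at about 5.5% in these data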;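 further: 100% = response to 3 µM Δ7-dafachronic acid high control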
GAA850 FXN act: FXN promoter activators, primary screen, cell-based, luciferase luminescence, HEK293 lucGAA850; HEK293 lucGAA850 FXN promoter luciferase reporter, 24 h; percent of 10 µM SAHA response; AID 540364, 2011; 0.56% of 360,000 active; activation, % at 6 µM;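 active means activation above the average of all compounds screened plus 3 SD, cutoff fixed separately per campaign, cut at about 7.5% in these data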;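 further: 0% = DMSO wells and 100% = 10 µM SAHA wells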
DAX1 inh-1: DAX1 (NR0B1) inhibitors on StAR promoter, primary screen, cell-based, luminescence, SF-1 (NR5A1), full-length DAX-1; AID 652010, 2013; 1.1% of 370,000 active; inhibition, % at 6.8 µM; HEK293T StAR-luciferase reporter, SF-1/DAX-1 repression relief;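 active means inhibition above the mean over all tested compounds plus 3 SD, cut at about 3.6% in these data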;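 further: 0% = DAX-1 cells with DMSO and 100% = cells lacking DAX-1 with DMSO; higher inhibition means more luminescence from relief of DAX-1 repression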
HGIII-sPLA2 inh: human group III sPLA2 inhibitors, primary screen, biochemical, QFRET, BODIPY PC-A2 liposome substrate; QFRET BODIPY PC-A2 liposome hydrolysis, fluorescence; inhibition, % at 12.2 µM; 0.56% of 370,000 active; AID 743126, 2013;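 active means inhibition above mean plus 3 SD of compounds lying within the high and low control bounds, cut at about 19% in these data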;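 further: 0% = median of test compound wells and 100% = no enzyme DMSO wells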
DAX1 inh-2: DAX1 (NR0B1) inhibitors, primary screen, cell-based, HEK293, Gal4-DAX1, luciferase luminescence; Nuclear receptor subfamily 0 group B member 1 (Homo sapiens), P51843; HEK293 Gal4-DAX1 luciferase reporter; inhibition, % at 6.75 µM; 0.99% of 340,000 active; AID 504766, 2011;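 active means inhibition above the mean over all tested compounds plus 3 SD, cut at about 4.2% in these data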;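 further: 0% = DAX1-transfected cells with DMSO and 100% = empty-vector control cells with DMSO; inhibition shows as a rise in luminescence from relieved DAX1 repression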
ADAM10 inh: human ADAM10 inhibitors, primary screen, biochemical, QFRET, HTS; inhibition, % at 7 µM; Disintegrin and metalloproteinase domain-containing protein 10 (Homo sapiens), O14672; 0.62% of 370,000 active; recombinant ADAM10, EDANS/DABCYL FRET peptide cleavage, 3 h;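 active means inhibition above a per-campaign cutoff equal to the mean of compounds falling between control-based bounds plus 3 SD, cut at about 20% in these data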;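 further: 0% = DMSO wells while the 100% control is not disclosed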
Numbers without * were called inactive; · = not tested or not shown.

SMILES	hgDAF-12 ag	GC-A act	SMARCA2 activ	ssDAF12 agonist	GC-B act	hcDAF12 agonist	GAA850 FXN act	DAX1 inh-1	HGIII-sPLA2 inh	DAX1 inh-2	ADAM10 inh
CCOC(=O)C1CCN(CCC(=O)Nc2cccc(C)c2)CC1	-1.0	-1	-1	-1.3	-1	-0.1	0.1	-0.3	-3	0.5	-2
Cc1nc(C(F)(F)F)ccc1C(=O)N1CCC1(C)C(=O)NS(=O)(=O)c1ccc(C(C)(C)C)cc1 (centres undefined)	-1.5	2	-2	-1.0	0	0.4	1.2	-0.7	-10	·	-6
COc1ccc(/C=C/C(=O)NC2CCCCCC2)cc1S(=O)(=O)N1CCOCC1	6.5	-3	4	-1.5	6	-0.1	1.5	0.5	8	-0.8	-5
CCCNC(=O)c1cc(C2CCCN(C(=O)c3cc(F)ccc3C)C2)on1 (centres undefined)	0.9	2	-2	-1.4	0	-2.2	0.5	0.9	2	·	7
Cc1cccc(Nc2nccc(N(C)C)c2C#N)c1	2.4	6	-2	-1.1	1	-0.8	0.5	0.6	-1	·	2
CCOc1ccc(CCNC(=O)CCc2nc(-c3ccc(OC)cc3)no2)cc1OCC	0.3	-4	0	-1.5	2	-2.0	-0.6	-0.6	-3	-0.1	2
Cc1cccc(-n2ncc3c(N)ncnc32)c1	5.7	2	-5	-0.9	1	1.9	3.8	2.2	13	-0.1	9
COc1ccc(-c2onc3ccc(C(C)=O)cc23)cc1	2.8	0	3	-1.0	-1	1.3	0.8	-0.3	-22	2.2	-57
CC(=O)Nc1ccc(S(=O)(=O)Nc2ccc(N3CCCCC3)cc2)cc1	-12	-6	-6	-2.4	3	-5.4	-7.8	-6.0	12	0.3	-7
COc1ccc(-c2cc(C(=O)OCC(=O)N3CCOCC3)c3ccccc3n2)cc1	4.2	6	1	-1.1	-5	0.3	2.8	-0.5	-6	-0.6	-263
Cc1ccccc1S(=O)(=O)Cc1ccc(C(=O)NCCc2ccccc2)o1	1.4	0	1	-0.9	0	-0.8	2.6	-0.1	-3	0.0	-1
O=C(c1sc2ccccc2c1Cl)N(Cc1ccccc1Cl)C1CCS(=O)(=O)C1 (centres undefined)	-3.9	-17	-4	-1.6	-9	-1.2	-1.3	-0.9	-25	0.0	-2
COc1ccc(OCC(=O)N/N=C\c2ccco2)cc1	1.3	-4	7	-1.4	1	-0.5	-0.1	-0.5	2	-0.1	5
CC1(C(=O)NS(=O)(=O)c2cccc(OC(F)F)c2)CCN1C(=O)C1CCCCC1 (centres undefined)	2.4	1	2	-1.4	1	0.2	-0.1	-0.7	2	·	-11
Clc1ccc(CCNc2nc3ccccc3s2)cc1	0.1	-1	-1	-0.5	-7	-1.6	1.9	0.2	-14	-0.7	11
N#Cc1ccc(C(=O)N2CCC3CC2c2cc(-c4ccccc4)ccc23)cc1 (centres undefined)	1.2	6	-4	-1.5	-2	-0.4	0.2	-1.4	-3	0.6	-37
COc1ccc(CN2CCNC(=O)C2CC(=O)NC2CCC2)c(OC)c1 (centres undefined)	-1.9	0	-2	-0.8	-4	-1.0	1.5	-0.1	2	1.5	-8
CC1=C(C(N)=O)C(c2cccc(OCc3ccccc3)c2)n2nnnc2N1 (centres undefined)	-0.1	1	-2	-1.4	-1	-1.9	-1.5	-0.1	1	3.6	2
O=C(CNC(=O)c1ccc(Cl)cc1)N/N=C/C=C/c1ccccc1	-2.2	3	1	-0.9	0	-0.8	1.7	0.6	-1	2.6	0
COc1ccccc1C(=O)Nc1ccc(OCC(=O)N2CCCCC2)cc1	0.4	2	-1	-1.5	0	-2.7	1.4	-3.6	8	-1.3	-17
COc1ccc(NC(=O)CSc2nc3ccccc3c(=O)n2CCCO)cn1	-2.2	-6	5	-1.1	-6	-2.6	-0.8	-0.5	-1	0.0	1
CCOc1ccc2nc(CN3CCN(Cc4ccsc4)C(CCO)C3)ccc2c1 (centres undefined)	-1.0	1	-5	-1.4	1	-2.7	-6.0	-1.4	-16	-2.4	-42
O=C(Nc1ccc(O)cc1)c1c(O)c2c([nH]c1=O)CCCC2	14*	-5	3	0.7	0	4.9	6.4	3.7*	0	1.3	-8
COc1ccc2oc(C(=O)N(C)CCOc3ccccc3)c(C)c2c1	-1.2	0	1	-1.2	6	3.7	3.5	-0.4	-12	0.5	-7
Cc1cccc(NS(=O)(=O)c2cc(C(=O)OC(C)C(=O)NCc3ccc4c(c3)OCO4)ccc2C)c1 (centres undefined)	-3.4	-3	-5	-1.4	5	-2.8	3.1	-0.1	-17	-1.6	-1
O=C1C(Cl)=C(Nc2ccccc2O)C(=O)N1c1ccccc1	7.8	0	0	0.2	0	4.7	0.9	-0.2	-8	2.1	3
Cc1ccccc1C(=O)NC(C)c1ccc2c(c1)CCCC2 (centres undefined)	0.9	-2	0	-1.8	-8	-0.8	1.5	0.1	2	-0.6	7
O=C(CCN1C(=O)C2C3C=CC(C3)C2C1=O)N1CCN(c2ccccc2Cl)CC1 (centres undefined)	-0.6	-4	0	-1.6	5	-1.0	-1.3	-0.3	3	-0.9	0
Cc1ccc(S(=O)(=O)NNC(=O)c2cc(C)c(C)cc2N)cc1	1.4	0	-2	-0.9	4	-1.5	-2.5	-1.1	-15	0.6	-110
CCOC(=O)N1CCC(NC(=O)c2ccc3c(c2)N=C(C)c2c(C)ccc(C)c2S3)CC1	-1.0	-3	-1	-0.9	3	-1.5	-0.1	9.0*	-20	-0.1	-19
O=C(O)c1ccc(Cl)c(N2C(=O)Nc3ccccc3N2O)c1	1.9	4	-4	-1.3	4	-1.5	1.0	0.0	5	-1.2	-7
CCOc1ccc2c(=O)c(Oc3ccccc3)c(C)oc2c1	-2.1	2	-1	-1.3	3	-0.5	0.3	-0.2	4	0.1	-7
Cc1ccc(CNC(=O)CNS(=O)(=O)c2ccc3c(c2)C(C)(C)C(=O)N3C)cc1	9.1	5	4	-0.1	5	1.9	-1.1	0.8	6	0.5	-11
CCOc1ccc(C(C(=O)NCCOC)N(CCOC)C(=O)CCC(=O)Nc2ccccn2)cc1 (centres undefined)	-0.6	0	-3	-1.3	3	-0.9	-0.9	0.0	10	0.6	8
CCCCN(C)C(=O)C1CCN(Cc2ccc(OCc3ccccc3)cc2)CC1	-0.9	2	0	-1.8	-2	-0.2	-2.1	-1.1	-14	-0.8	3
Cc1cnc(NC(=O)c2sc3ccccc3c2Cl)s1	30*	1	4	3.1*	-1	17*	6.8	5.4*	1	1.8	2
C=CCNC(=O)COC(=O)c1c2c(nc3ccccc13)CCC2	0.0	-5	0	0.0	0	-0.4	0.2	-0.6	0	0.1	-25
O=C(Nc1cccc(-c2ccc(N3CCCCC3)nn2)c1)c1ccc(Br)o1	10	7	7.9*	-0.5	10	0.9	0.3	0.7	-5	-1.4	-2
CC1CCN(c2ccc(C(=O)Nc3ccc4c(c3)OCO4)cc2[N+](=O)[O-])CC1	4.6	3	0	-2.7	0	-2.9	0.9	-1.0	-4	-2.5	20*
Cc1ccc(NC(=O)c2ccc(=O)[nH]n2)cc1S(=O)(=O)Nc1ccccc1Cl	-1.2	0	1	-1.9	2	-1.2	-0.3	1.1	-29	-0.8	0
COc1ccc(N(C)S(=O)(=O)c2cccc(C(=O)NCc3ccc(C)cc3)c2)cc1	-0.4	-2	0	-1.6	6	-1.1	1.2	-1.2	-6	-0.7	13
O=C(O)C1Cc2[nH]cnc2C(c2cccc([N+](=O)[O-])c2)N1 (centres undefined)	-4.0	6	-2	-1.3	-10	-1.1	-3.1	0.4	7	-0.2	-9
COc1ccc(-n2cnnc2SCC(=O)NC2CCCc3ccccc32)cc1 (centres undefined)	-2.6	-13	-1	-1.6	-18	-1.7	3.5	0.3	-1	-0.4	14
COc1ccc(Nc2cc(C)nc3nc(C)nn23)cc1Cl	-2.1	9	1	-0.9	6	-0.5	-0.8	-0.7	4	4.6*	7
Cn1c(CC(=O)Nc2ccccc2F)nnc1SCC(=O)NC1CCCCC1	-0.4	5	-2	-0.9	-4	1.9	-0.5	-0.5	7	3.2	0
c1ccc(SCc2nc(-c3cccnc3)no2)cc1	8.4	5	0	0.5	4	7.3*	0.2	0.3	3	2.4	-12
COc1ccc(Nc2nc(-c3cccs3)nc3ccccc23)c(OC)c1	-1.6	-3	0	-2.3	-7	-3.7	2.0	-0.8	-5	-1.2	-44
CCc1cccc(CC)c1NC(=O)COC(=O)Cc1ccsc1	-1.5	-2	-4	-1.1	1	-0.2	2.7	0.2	5	0.8	2
COc1ccccc1CNC(=O)c1ccc(N(C)S(=O)(=O)c2ccc(C)cc2)cc1	2.5	1	-1	-0.8	2	0.4	0.5	-0.1	3	1.7	2
CCOC(=O)C1=NN(c2ccccc2)C(=O)/C1=C\c1ccc(N(C)C)cc1	0.0	19	7	-1.1	-1	-0.9	4.3	-0.5	16	0.7	11
c1ccc(Cn2nnnc2CN2CCN(Cc3ccc4c(c3)OCO4)CC2)cc1	-2.6	1	-1	-1.2	4	-1.3	2.4	-0.5	-12	0.3	5
O=C(CN1CCCCC1)N1c2ccccc2Sc2ccc(C(F)(F)F)cc21	-1.1	-21	-1	-1.4	-20	2.2	-0.2	-0.4	0	-0.4	7
CCOC(=O)C1(C)CCN1C(=O)c1ccc(F)c(Cl)c1 (centres undefined)	-0.4	-2	-2	-0.9	-2	-0.9	0.3	-1.2	6	·	-9
O=C(CCNC(=O)Cn1ccc2ccccc2c1=O)NCCCN1CCN(c2ccccc2F)CC1	-0.1	1	-3	-1.0	5	-0.9	-1.1	-0.6	3	-0.9	-9
CCC(C)NC(=O)c1ccc2c(c1)N(Cc1ccccc1)C(=O)CS2 (centres undefined)	1.7	-5	1	-1.6	-3	-2.3	1.2	-2.2	2	0.9	-1
Cc1ccc2cc(N)ccc2n1	-3.0	-1	1	-1.1	-1	1.4	0.3	0.6	4	-0.1	-23
COc1ccc(-c2sc3cc(OC)c(OC)cc3c2C#CC2(O)CCCCC2)cc1	1.4	-1	1	-0.9	-5	-0.8	4.4	-0.4	-44	-0.7	-161
